Bioassay records deposited in PubChem by National Center for Advancing Translational Sciences (NCATS).
Peg3 imprint – inducers of genomic imprint erasure in mouse ES cells. AID 1948. Potency, µM (top dose mostly 60.7 µM), for inactives: at the top dose activity change, positive = activation, hits mostly activators. mouse ES Peg3-LacZ reporter, beta-gal luminescence, 40 h. actives 0.02% (n = 110,000);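 note: 0% = negative control wells on the plate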
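Gelatin-coated wells received 300 freshly trypsinized female ES cells with a Peg3LacZ-Neo reporter on the maternal allele, then incubated 40 hours at 37C. BetaGlo was added for 5 minutes at room temperature before a single luminescence read.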
p53ts 39C kill – p53ts cell cytotoxicity, nonpermissive temperature. actives 1.5% (n = 130,000). H1299-p53A138V viability at 39C, ATP luminescence, 24 h. Potency, µM (top dose mostly 46.1 µM), inactives show at the highest dose activity change, negative = cell killing, hits mostly cytotoxic; note: nearly all actives have a fitted effect of over 55% in size
p53ts 32C tox – cytotoxicity in p53ts cells at permissive temperature; H1299-p53A138V at 32C, ATP luminescence viability, 24 h; actives 0.93% (n = 130,000); Potency, µM (top dose mostly 46.1 µM), for the others: top-dose activity change, negative = cytotoxicity, actives largely listed as cytotoxic; AID 924;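 note: 0% = DMSO and -100% = full killing by reference compound; nearly all actives have a fitted effect of over 55% in size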
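ATP-content luminescence (ATPlite) read-out after 24 h compound exposure at 32C in H1299-p53A138V cells (600/well). Tested up to 46 uM. Normalized to DMSO (0%) and 100 uM tamoxifen (100% killing); Hill-fit AC50.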
IkB signaling – inhibitors of IkB signaling in ABC-DLBCL cells; actives 0.04% (n = 110,000); ABC-DLBCL IkBa-CBG/CBR dual luciferase ratio, 4 h; response scale: scaled: untreated 0%, proteasome inhibitor 100%; AID 445; Potency, µM (highest dose often 57.1 µM), without a hit: at the top dose IkBa stabilization activation; active = well fitted curve in the direction sought with a large enough effect in the signal ratio, not every such curve was filed as active; inconclusive = small, poorly fitted or top-dose-only effect, or a change in a side signal; the % refers to the signal ratio;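 note: the direction sought is a rising ratio; 0% = basal untreated cells and 100% = reference inhibitor full response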
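In this assay, an IκBα–CBG68 fusion accumulates when IKK-driven degradation is blocked; native CBR normalizes for cell number. OCI-Ly3 cells were treated 4 h with compound and doxycycline, then green and red light read after Chroma-Glo addition.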
Starred values were filed as active, the others as inactive; u = inconclusive; x = not tested or not shown; [ ] = dose if it differs, or a comment. Unless noted, calls come from the whole dose curve; as a rule, active = well fitted curve in the direction sought with a large enough effect; inconclusive = small, poorly fitted or top-dose-only effect, or another doubt; inactive = no such curve, though single readings can be large; an effect the other way counts as inactive or inconclusive. Unless noted, % is set by controls: 0 for no effect and ±100 for the full control effect; potency is the fitted concentration of half-maximal effect.

SMILES | Peg3 imprint | p53ts 39C kill | p53ts 32C tox | IkB signaling
Cc1nn(-c2ccccc2)c(OC(=O)c2ccccc2Br)c1S(=O)(=O)c1ccccc1 | 10%[10.9 µM] | 5% | 6% | u
Cc1ccccc1CCNC(=O)c1ccc(NC(=O)N2CC(C)Sc3ccccc32)cc1 (stereo not drawn) | -19%[10.9 µM] | -29% | -5% | u
CCOc1ccc(Nc2oc(-c3ccc(COc4ccccc4C)o3)nc2C#N)cc1 | -11%[10.9 µM] | -13% | u | -0.5%
Cn1nnnc1SCc1csc(Nc2ccccc2)n1 | -19% | -5% | 1% | 0.7%
CS(=O)(=O)Nc1cccc(-c2cc(Nc3ccccc3)ncn2)c1 | -2% | -16% | -14% | 2.2%[11.4 µM]
Cc1oc2nc(SCCCC(=O)NCCO)nc(N)c2c1C | -19% | -10% | -7% | -0.3%
CCOC(=O)CCCCC(=O)c1[nH]c(=O)[nH]c1CSc1nc2ccccc2[nH]1 | -8% | -7% | 1% | -0.4%
CCc1nc(SCc2cccnc2)[nH]c(=O)c1C | -4% | 3% | 7% | 0.0%
CCc1cc(-c2[nH]ncc2-c2ccc3c(c2)OCO3)c(O)cc1O | -15% | 7% | 5% | u
Cn1cnnc1SCCC(=O)Nc1ccccc1 | -10% | 10% | 13% | -1.7%

Pulled by compound from the list above, 2 records:
SMILES | Peg3 imprint | p53ts 39C kill | p53ts 32C tox | IkB signaling
Cc1ccccc1CCNC(=O)c1ccc(NC(=O)N2CC(C)Sc3ccccc32)cc1 (stereo not drawn) | -19%[10.9 µM] | -29% | -5% | u
CCc1nc(SCc2cccnc2)[nH]c(=O)c1C | -4% | 3% | 7% | 0.0%

Further results follow:
SMILES | Peg3 imprint | p53ts 39C kill | p53ts 32C tox | IkB signaling
O=C(CSc1nnc(Cc2cccs2)n1Cc1ccco1)Nc1cc(Cl)cc(Cl)c1 | -27% | 14% | 48%[activator] | u
CC(C)NC(=O)C1CCN(C(=O)N2CC(C)Oc3ccccc32)CC1 (stereo not drawn) | -7%[10.9 µM] | -21% | -5% | -1.0%
C[C@H](NC(=O)c1ccccc1Cl)C(=O)OCC(=O)N1CC2(C)CC1CC(C)(C)C2 (stereo partly drawn) | x | 27% | -7% | x
CCOC(=O)c1cc(C#N)c(N)nc1C | 1% | -2% | -19% | 1.6%
Cc1c(C#N)c2ccccc2n1CC(=O)O | x | 1% | -21% | 0.4%
CCC1CCCCN1CCCNC(=O)c1ccc2c(c1)N(Cc1ccc(Cl)cc1)C(=O)c1ccccc1S2(=O)=O (stereo not drawn) | -11%[10.9 µM] | u | -28% | u
Cc1ccc(-n2ncc(C(=O)NCCc3c[nH]c4ccccc34)c2C2CCN(C(=O)OC(C)(C)C)CC2)cc1C | -13%[10.9 µM] | -19% | 9% | u
Cc1ccc(NC(=O)N2CCC(c3ccccc3)C2)cc1C (stereo not drawn) | -12%[10.9 µM] | 13µM* | u | 21%
COc1cccc(NC(=O)Cn2c(=O)n(CCC(=O)NCCc3ccc(Cl)cc3)c(=O)c3ccccc32)c1 | -14%[10.9 µM] | -30% | u | 4.2%
CC(=O)NC1C(=O)Nc2c1cccc2C(F)(F)F (stereo not drawn) | -8% | -1% | 2% | 1.2%
O=C(NCc1ccncc1)c1cnccn1 | 1% | 14% | 7% | 1.4%
Cn1c(CNc2nc3ccccc3n2CCN2CCCCC2)nc2ccccc21 | 0% | -11% | -6% | 3.4%
Cn1nnc(NC(=O)CSc2ccc(Cl)cc2)n1 | 5% | 8% | 7% | 0.4%
Cc1cccc(C(=O)Nc2cccc(OCc3cc(=O)n4cccc(C)c4n3)c2)c1 | 11%[10.9 µM] | -2% | -10% | 2.5%
Cc1nn2c(nc(N3CCOCC3)c3ccccc32)c1C=C(C#N)C#N | x | -2% | -16% | x
Cc1cc(N)n(-c2ncnc3scc(-c4ccc(Cl)cc4)c23)n1 | x | u | -17% | x
CCOC(=O)c1cc(OC(=O)c2ccc(OC)cc2)n(-c2ccccc2)n1 | -4%[10.9 µM] | 22% | -5% | u
Cc1ccc(CNC(=O)CCC(=O)N2Cc3ccccc3Oc3ncccc32)cc1 | 8%[10.9 µM] | -16% | 1% | 2.8%
O=c1c2cc(N3CCOCC3)ccc2[nH]c(=S)n1CCCN1CCCCC1 | -1% | -2% | -3% | 1.0%
CCN1C(=O)CC(C(=O)NC)SC1=Nc1cc(Cl)c(O)c(Cl)c1 (stereo not drawn) | -6% | 3% | 3% | -1.8%
Cc1ccc(-c2nnc(Nc3ccc(Cl)c(Cl)c3)c3ccccc23)cc1S(=O)(=O)NCCO | -17%[10.9 µM] | -21% | -5% | u
Cc1ccc(Cn2c(-n3nc(C)cc3C)nc3c2c(=O)[nH]c(=O)n3C)cc1 | -3% | -6% | 15% | -0.9%
O=C(Nc1cccc2c1C(=O)NC2=O)c1ccc(S(=O)(=O)N2CCCC2)cc1 | -7% | -12% | -11% | -1.1%
Cc1cccc(N2CCc3c2nc2ccc(Br)cc2c3N)c1 | x | -20% | -10% | x
CCCn1c(C)cc(=O)c2cc(NC(=O)c3ccccn3)ccc21 | -17% | -14% | -11% | -0.1%
CC(C)c1ccc(C2NC(=O)c3c(sc4c3CCN(C)C4)N2)cc1 (stereo not drawn) | -10%[10.9 µM] | 16% | 3% | 0.4%
CCN(CC)c1nc(C#N)cc(-c2ccc(OC)cc2)n1 | -19% | 5% | -2% | -3.1%
Cc1ccn2c(NC3CCCCC3)c(C)nc2c1 | x | -6% | -2% | 11%
Cc1cc(NC(=O)CSc2nc(-c3ccccc3F)nc3c2c(=O)n(C)c(=O)n3C)no1 | 11%[10.9 µM] | 32%[activator] | 46%[activator] | -4.1%
COc1ccc(-c2nnn3c2nc(N2CCCC(C)C2)c2ccccc23)cc1 (stereo not drawn) | -17%[10.9 µM] | 12% | 3% | u
Cc1ccc2c(c1)-c1onc(C(=O)N3CCN(c4ccc(Cl)cc4)CC3)c1CO2 | -13%[10.9 µM] | -16% | -3% | u
O=c1[nH]c(SCc2ccccc2Cl)nc2c1CCCC2 | -13% | 18% | 7% | -1.5%
CCN(CC)C(=O)Cn1cnc2c1c(=O)n(C)c(=O)n2C | 5% | 3% | 2% | -0.3%
Cc1ccc(OC(=O)c2snnc2C)cc1C | u | 8% | 8% | -0.9%
O=C(c1ccc(Cl)cc1)N1CCN(c2nc(N3CCCCC3)nc(N3CCCCC3)n2)CC1 | -4% | 3% | 3% | -1.4%
Cc1cc2nc(NC3=NCN(CCN4CCOCC4)CN3)nc(C)c2cc1C | -9% | -1% | -4% | -1.4%
CCOCCCNC(=O)Cn1nc(CC)n2c(cc3c(OC)cccc32)c1=O | 14%[10.9 µM] | -1% | -4% | 1.6%
CCS(=O)(=O)c1ncc(Cl)c(C(=O)Nc2ccccc2)n1 | -38%[inhibitor][10.9 µM] | 4µM* | u | u
CCCCNC(=O)Nc1ccc2c(c1)N(C)C(=O)c1ccccc1S2 | -9%[10.9 µM] | -7% | -5% | 2.5%
CCOC(=O)c1sc2ncn(C(C)C(=O)OC)c(=O)c2c1C (stereo not drawn) | -5% | 6% | 2% | -1.0%

4 entries from above, with values under each structure:
Every second line gives: Peg3 imprint	p53ts 39C kill	p53ts 32C tox	IkB signaling
CCOCCCNC(=O)Cn1nc(CC)n2c(cc3c(OC)cccc32)c1=O
    14%[10.9 µM]	-1%	-4%	1.6%
CCS(=O)(=O)c1ncc(Cl)c(C(=O)Nc2ccccc2)n1
    -38%[inhibitor][10.9 µM]	4µM*	u	u
CCCCNC(=O)Nc1ccc2c(c1)N(C)C(=O)c1ccccc1S2
    -9%[10.9 µM]	-7%	-5%	2.5%
CCOC(=O)c1sc2ncn(C(C)C(=O)OC)c(=O)c2c1C (stereo not drawn)
    -5%	6%	2%	-1.0%

Going on with the list.
SMILES | Peg3 imprint | p53ts 39C kill | p53ts 32C tox | IkB signaling
O=C(O)CCCC[C@H]1CCSS1 | x | 5% | -6% | 1.7%
O=C(NCCc1csc(-c2ccc(F)cc2)n1)C(=O)Nc1ccc(Cl)cc1 | -4%[10.9 µM] | -11% | -13% | u
Cc1ccc(/C=C/c2onc(C)c2S(=O)(=O)N2CCC(C(=O)N3CCOc4ccccc43)CC2)cc1 | -4%[10.9 µM] | -15% | 1% | 1.4%
COC(=O)Cc1[nH]nc2c1C1(C(=O)N(Cc3ccccc3)c3ccccc31)C(C#N)=C(N)O2 (stereo not drawn) | 15% | -3% | 10% | -1.0%
Cc1c(CC(=O)NCc2ccccc2)c(=O)oc2c(C)c(O)ccc12 | -7%[10.9 µM] | u | 10% | -1.9%
COc1ccc(C2N(c3ccc(F)cc3)C(=O)C3CCCN32)cc1 (stereo not drawn) | -2% | 6% | -3% | 4.8%
COCc1nnc(NS(=O)(=O)c2ccc(C)cc2)s1 | 8% | 9% | 3% | 0.4%
CN(C)c1ccc(CN(C)C2CCCCC2)cc1 | -13% | -3% | -6% | 1.1%
CC1=C(C(=O)OC(C)C)C(c2ccncc2)n2ncnc2N1 (stereo not drawn) | -2% | 4% | -3% | -1.0%
CCOc1ccc2nc3ccc4[nH]onc4c3c2c1 | -6% | -9% | -5% | -3.3%
O=C(NCc1ccc2c(c1)OCO2)C1CCN(C(=O)Nc2ccc(Cl)cc2)CC1 | -11% | -5% | 13% | -1.9%
COc1ccc(S(=O)(=O)N2CCC(C(=O)NCCC3=CCCCC3)CC2)cc1OC | -18% | 1% | -4% | 1.0%
COc1ccc(-n2c(=O)c3c(C)c(C)sc3n(CC(=O)NCc3ccc(C)cc3)c2=O)c(OC)c1 | 11%[10.9 µM] | -11% | 0% | 3.4%
COc1ccc(S(=O)(=O)N2CCCC(C(=O)N3CCCCCC3)C2)cc1 (stereo not drawn) | -13% | -8% | -6% | 3.6%
COc1ccc(-c2oc3ncn4nc(COc5ccccc5C)nc4c3c2-c2ccc(OC)cc2)cc1 | -8%[10.9 µM] | -10% | -2% | 1.1%
Cc1ccccc1NC(=O)CSc1nc2ccccc2c2nc(CCn3c(C)nc4ccccc43)nn12 | 15%[10.9 µM] | -21% | 3% | -0.7%
CN1C(=O)CSc2ccc(NC(=O)N3CCN(c4ccccn4)CC3)cc21 | -21% | -8% | -14% | u
O=C(C1CCN(Cc2ccccc2)CC1)N1CCCC1 | -5% | 4% | 2% | 1.0%
CCSc1ncc(Cl)c(C(=O)Nc2cc(C)ccc2C)n1 | -7%[10.9 µM] | -3% | 13% | -2.3%
Cc1[nH]c2ccccc2c1C1N2CC3(C)CN1CC(C)(C2)C3=O (stereo not drawn) | -2%[10.9 µM] | 11% | 5% | 1.5%
CCn1cc(C(=O)NCCc2ccccc2)c(=O)c2cc(S(=O)(=O)N3CCc4ccccc4C3)ccc21 | -11%[10.9 µM] | 11% | 8% | -0.6%
COc1ccc(Cl)cc1NC(=O)Cn1cc(C(=O)c2ccncc2)c(=O)c2cc(C)ccc21 | -15%[10.9 µM] | -8% | 8% | 1.0%
CCc1ccc(C(=O)c2cn(CC(=O)Nc3ccc(Cl)cc3)c3cc4c(cc3c2=O)OCO4)cc1 | -16%[10.9 µM] | -19% | 11% | u
COc1ccccc1N1CCN(C(=O)CCNS(=O)(=O)c2ccc3c(c2)CCN3C(=O)C2CC2)CC1 | 6%[10.9 µM] | -20% | 9% | u
O=C(COCc1cc(-c2ccc(F)cc2)on1)Nc1cccc(C(F)(F)F)c1 | -6%[10.9 µM] | -8% | 5% | 2.8%
CCCOc1ccc(NC(=O)CC2C(=O)N(c3cccc(OC)c3)C(=O)N2Cc2cccs2)cc1 (stereo not drawn) | -1%[10.9 µM] | -6% | 6% | u
N#Cc1cccc(-c2nc3cnc(Oc4cccc(Cl)c4)nc3n(C3CC3)c2=O)c1 | -1% | -17% | -2% | 3.9%[11.4 µM]
COc1ccc(CNC(=O)c2csnn2)cc1 | -6% | -20% | -1% | 0.4%
COC(=O)[C@@H]1C[C@@]2(O)[C@@H](O)[C@@H](O)[C@@H](O)C[C@H]2N1C/C=C/c1ccccc1 | -9% | -1% | 7% | x
Cc1ccc2nc(SCc3nc(-c4ccc(Cl)cc4)no3)[nH]c2c1 | -3%[10.9 µM] | u | -16% | u

Looked up above.
Cc1ccc2nc(SCc3nc(-c4ccc(Cl)cc4)no3)[nH]c2c1 @ Peg3 imprint = -3%[10.9 µM]
O=C(COCc1cc(-c2ccc(F)cc2)on1)Nc1cccc(C(F)(F)F)c1 @ Peg3 imprint = -6%[10.9 µM]
CCn1cc(C(=O)NCCc2ccccc2)c(=O)c2cc(S(=O)(=O)N3CCc4ccccc4C3)ccc21 @ p53ts 32C tox = 8%
